Compound activity as filed in PubChem.
TIM10 inh = inhibits growth of TIM10 yeast strain; S. cerevisiae TIM10 strain growth, BacTiter-Glo luminescence, 24 h; inhibition, % at 10 µM; 330,000 compounds, 1.4% hits;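 active = inhibition of 40% or more at the single tested concentration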;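 note: wild-type TIM10 isogenic control strain grown at permissive 25 °C; 0% = DMSO yeast wells and 100% = minimal medium wells without yeast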
MPTP block = blocks calcium-induced mitochondrial swelling; isolated mouse mitochondria, Ca2+ swelling absorbance, 30 min; inhibition, % at 10 µM; 360,000 compounds, 1.4% hits; AID 602449;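 active = inhibition of 50% or more, scaled per plate between neutral and stimulator controls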;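 note: 0% = DMSO wells given calcium and 100% = 1 mM EGTA wells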
tim23-1 inh = inhibits growth of tim23-1 mutant yeast. S. cerevisiae tim23-1 growth, BacTiter-Glo luminescence, 24 h. inhibition, % at 20 µM. 330,000 compounds, 1.3% hits. AID 463212;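 active = growth inhibition of the mutant yeast at or above 50%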;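 note: temperature-sensitive mutant grown at 25 °C; plate controls were DMSO-treated mutant yeast for no effect and medium wells lacking yeast for full effect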
MIN6 prolif = inducers of beta-cell replication in MIN6 cells. MIN6 cells proliferation, ATPlite luminescence, 48 h; cells starved in 0.2% serum; 100% = growth in 10% serum. proliferation, % at 10 µM. 330,000 compounds, 0.29% hits. AID 2380;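 active = compounds whose signal lies at least 3.5 SD above the mean of all wells on their plate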;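 note: 0% = DMSO-treated cells in low-serum medium and 100% = 10% serum control; some compounds called inactive have numbers as strong as hits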
APJ agonist = agonists of human APJ apelin receptor; P35414; CHO-K1 APJ PathHunter beta-arrestin, luminescence; 0% DMSO wells, 100% apelin; activation, % at 20 µM; 330,000 compounds, 0.11% hits; AID 2520;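 active = activation more than six SD over the plate average, tested at 20 µM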;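 note: 0% = DMSO alone and 100% = apelin-13 at 10 nM; some results filed as inactive read as strong as hits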
Target sequence (P35414 whole entry, looked up): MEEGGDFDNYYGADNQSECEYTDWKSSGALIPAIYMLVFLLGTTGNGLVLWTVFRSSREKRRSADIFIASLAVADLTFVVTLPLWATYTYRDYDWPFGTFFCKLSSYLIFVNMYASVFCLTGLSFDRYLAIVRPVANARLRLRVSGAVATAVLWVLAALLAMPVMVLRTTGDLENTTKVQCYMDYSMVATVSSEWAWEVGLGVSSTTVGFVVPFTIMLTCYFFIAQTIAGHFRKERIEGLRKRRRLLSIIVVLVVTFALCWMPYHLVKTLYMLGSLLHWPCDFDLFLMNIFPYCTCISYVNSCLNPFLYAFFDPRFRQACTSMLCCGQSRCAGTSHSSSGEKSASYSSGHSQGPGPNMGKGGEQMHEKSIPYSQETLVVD
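Material: engineered CHO-K1 APJ arrestin reporter cells; amount: 1000 CHO-K1 reporter cells seeded per well; incubation: compound stimulation 90 min at 25 °C, detection 60 min; signal: luminescent beta-gal fragment complementation, chemiluminescent substrate; read-out basis: APJ agonist activity; controls: DMSO-only wells as negative, 10 nM Apelin-13 as positive control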
tim10-1 inh = growth inhibitors of tim10-1 mutant yeast; 330,000 compounds, 2.2% hits; inhibition, % at 20 µM; S. cerevisiae tim10-1 ts strain growth, BacTiter-Glo, 24 h;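 active = inhibition of at least 40%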;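 note: mutant grown at 25 °C; 0% = DMSO wells with yeast and 100% = wells holding no yeast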
GRIN3A LBD mod = modulators (binders) of human NR3A ligand-binding domain; NR3A LBD differential scanning fluorimetry, Tm shift; 0% = protein alone, 100% = glycine-bound protein; Tm shift relative to glycine control, % at 25 µM; 340,000 compounds, 2.5% hits; AID 1259313;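 active = melting temperature shift of at least 10% of the positive control shift, at one fixed dose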
NALP3 yeast inh = NALP3 inhibition in yeast; inhibition, % at 10 µM; 330,000 compounds, 0.39% hits; AID 2825; Yeast reconstituted NLRP3/ASC/caspase-1, beta-gal luminescence, 24 h;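 active = inhibition of 50% or more; inactive = inhibition below 50%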;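 note: plate controls were induced DMSO wells for no effect and uninduced yeast grown without galactose for full effect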
APJ antag = blocks the human apelin receptor APJ; inhibition, % at 20 µM; CHO-K1 APJ beta-arrestin complementation, luminescence; 330,000 compounds, 0.32% hits; P35414;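 active = inhibition above about 40% at 20 µM, limit read from the data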;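 note: cells challenged with 10 nM apelin-13 agonist together with compound; plate controls were apelin-13 plus DMSO wells for no effect and DMSO wells lacking apelin-13 for full effect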
Active calls of the source: *; nt = no result given. This is a random part of the collection. About 7.2% of those tested had a hit in this group.

item	Structure	APJ antag	GRIN3A LBD mod	MIN6 prolif	tim10-1 inh	NALP3 yeast inh	TIM10 inh	tim23-1 inh	MPTP block	APJ agonist
1	c1ccc(C(Cc2nc(-c3ccccn3)no2)c2ccccc2)cc1	10	2	-3	-44	11	-38	-6	-0.8	-1
2	COc1ccc(/C=N/N2C(=O)c3ccccc3C2=O)cc1	17	-3	-2	-8	10	3	0	-1.8	-2
3	C=CCNC(=O)N1c2ccccc2Sc2ccccc21	15	3	0	25	5	8	15	0.3	-7
4	COC(=O)c1ccc(S(=O)(=O)NCCSc2nnc3c4ccccc4n(C)c3n2)cc1	5	-14	0	24	18	24	19	0.4	-4
5	Cc1nc(Sc2nnnn2-c2ccccc2)c(C#N)c(C)c1C	10	2	2	22	10	9	30	-0.7	-2
6	S=C(Nc1ccc(Cl)c(Cl)c1)N1CCOCC1	-9	1	0	17	7	6	25	32	4
7	Cc1cc(OC(=O)c2ccc(S(=O)(=O)N(C)C)cc2)c([N+](=O)[O-])c(=O)[nH]1	7	2	3	8	-21	8	-1	1.4	-5
8	COc1ccc(CN2C3CCC2CC(NC(=O)c2cc(OC)c(OC)c(OC)c2)C3)cc1 (stereo not given)	8	-1	-1	-4	12	8	-4	-0.2	2
9	Clc1ccc(CSc2ncccn2)cc1	13	-3	1	-16	17	11	5	0.0	1
10	O=C(CCN1C(=O)C2CC=C(Cl)CC2C1=O)NCc1ccco1 (stereo not given)	-6	2	-2	12	7	6	5	0.2	1
11	O=C(COc1ccc(-n2cnnn2)cc1)Nc1ccc(F)c(F)c1F	7	0	-4	-4	-3	6	-11	1.3	-1
12	C=C(C)c1cccc(C(C)(C)NC(=O)NCCCN2CCCC2=O)c1	-3	8	0	13	13	11	15	0.1	-3
13	CCC(C)Nc1nc2c(c(=O)[nH]c(=O)n2C)n1CCCc1ccccc1 (stereo not given)	-20	0	0	1	8	-2	4	1.2	2
14	COc1ccccc1NC(=O)CS(=O)(=O)c1cn(CC(=O)N2CCOCC2)c2ccccc12	6	-1	-1	-13	0	-26	8	1.6	-1
15	COc1ccccc1-c1noc(-c2ccccc2C(=O)Nc2ccccc2)n1	1	-1	-1	-3	14	-20	-1	0.9	-6
16	CN(NC(=O)c1cccc(Cl)c1)c1nc(-c2ccccc2)nnc1C(F)(F)F	14	-4	-2	-3	1	-15	-14	6.7	-3
17	Cc1ccc(Nc2nnc(SCC(=O)NC(Cc3c[nH]c4ccccc34)C(=O)O)s2)cc1 (stereo not given)	6	-1	-3	11	-1	-1	5	-0.4	1
18	CS(=O)(=O)c1ccc2nnn(OCC(=O)Nc3cccc(C#N)c3)c2c1	-25	-1	-4	-9	-1	-25	0	1.7	-2
19	Cn1c(SCc2cccc(F)c2)nnc1-c1cnccn1	9	0	-1	16	13	10	23	1.3	0
20	Cc1ccccc1NC(=O)CSc1nnnn1C	-12	0	1	12	17	-6	3	-10	2
21	COc1ccc(CNC(=O)CC23CC4CC(CC(C4)C2)C3)cc1	-1	1	-2	21	29	-4	34	-1.8	-4
22	COc1cccc(OCc2nnc(SCC(=O)OC3CCCCC3)n2C)c1	5	0	-2	19	9	18	14	0.5	-1
23	Cc1ccc(C(=O)O)c(C(=O)Nc2nc3ccccc3s2)c1	15	2	-1	-8	-7	2	3	-0.5	1
24	COc1ccc(S(=O)(=O)N2CCCC(N(C)CCc3ccccc3)C2)cc1OC (stereo not given)	12	-1	-1	14	18	2	23	4.0	-1
25	O=S(=O)(c1ccccc1)N1CCN(c2cccc(Cl)c2)CC1	-4	0	7.2*	25	23	7	28	1.4	0

item	Structure	APJ antag	GRIN3A LBD mod	MIN6 prolif	tim10-1 inh	NALP3 yeast inh	TIM10 inh	tim23-1 inh	MPTP block	APJ agonist
26	CC(=O)c1ccc(N/C=C/C(=O)c2ccc(Br)cc2)cc1	2	-7	-3	-3	-1	-4	5	1.1	0
27	Cn1nnc(NC(=S)NC(=O)Cc2ccccc2)n1	23	-1	3	13	12	-24	8	-0.7	-5
28	Cc1cc2cc(CN(Cc3cccs3)S(=O)(=O)c3ccc4c(c3)OCCO4)c(=O)[nH]c2cc1C	3	0	-1	-2	-14	2	-27	0.5	-3
29	CC(=O)Nc1ccc(C2Nc3cc(C)c(C)cc3NC3=C2C(=O)CC(C)(C)C3)cc1 (stereo not given)	6	-3	0	-7	19	3	8	0.6	-1
30	CCCC(c1nnnn1Cc1ccco1)N1CCN(C(=O)c2ccco2)CC1 (stereo not given)	18	2	0	3	4	6	15	9.5	2
31	CC1CCCC(NC(=O)COC(=O)c2cc(S(=O)(=O)N3CCCCC3)ccc2N2CCOCC2)C1C (stereo not given)	-3	-1	0	14	2	1	10	0.6	-2
32	CCn1c(SCC(=O)Nc2ccc(OC)cc2)nc2c1c(=O)n(C)c(=O)n2C	0	-1	1	21	-11	-9	19	-0.4	-5
33	C=CCCCCCCCCC(=O)NNC1=CC(=O)CC(C)(C)C1	3	0	-3	6	17	5	3	1.9	-4
34	CC(C1CCN(Cc2nc(C3CC3)no2)CC1)N1CCOCC1 (stereo not given)	10	-1	1	-14	5	-9	-13	-0.7	0
35	Cc1ccc(C(=O)Nc2cccc(C(=O)NC3CCCCC3)c2)cc1	4	1	-4	-2	16	-7	-4	-0.6	1
36	C=C(C)CN=c1scc(C)n1/N=C/c1ccco1	-2	2	-1	24	19	-10	20	6.9	4
37	CC(=O)c1ccc(OCc2cc(C(=O)N3CCC(Oc4ccccc4C)CC3)no2)cc1	0	-1	-5	20	9	14	19	-0.7	-3
38	O=C(CN(C(=O)CNS(=O)(=O)c1ccccc1)C1CCCC1)NCc1ccco1	5	2	1	-1	25	-6	8	-0.9	0
39	COc1ccc(-c2cc(C(F)(F)F)c3c(=O)n(-c4ccccc4)[nH]c3n2)cc1	31	0	-2	10	5	5	30	31	-7
40	COc1ccc(C(OC(=O)c2cccs2)C(=O)NCC2CCCO2)cc1 (stereo not given)	-20	-2	-1	9	-1	-4	8	0.5	-3
41	C/C(N)=C(/C#N)C(=O)COC(=O)Cc1coc2cc(C)ccc12	-15	0	-1	9	7	-2	19	-1.7	-2
42	Cn1c(SCCN2CCCC2)nnc1C1CCN(S(=O)(=O)c2ccc(F)cc2)CC1	7	-2	1	2	15	7	0	-0.9	-1
43	CC(C)CC(C(=O)O)N(Cc1ccccc1)Cc1ccccc1 (stereo not given)	14	-2	0	17	-3	18	19	-3.1	-1
44	Cc1ccc2nc(SCC(=O)Nc3cccc(F)c3)nc(=O)n2c1	-52	-2	-2	12	7	4	3	0.4	9
45	Cc1n[nH]c(=S)n1/N=C/c1ccc(-c2ccc(Cl)cc2)o1	6	0	-1	10	17	10	12	3.4	4
46	CC(=O)c1ccc(N2CCN(C(=O)C(=O)c3c(C)[nH]c4ccccc34)CC2)cc1	1	-2	2	19	24	20	23	1.8	-4
47	CN(Cc1ccccc1)C(=O)c1ccc2c(c1)OCCO2	9	0	2	4	12	5	12	-3.5	-3
48	O=C(O)/C=C/C(=O)NNC(=O)c1cccc(Br)c1	-8	1	0	5	-1	-3	13	0.2	3
49	O=C1CC(c2ccc(O)c(O)c2)Oc2c1ccc(O)c2O (stereo not given)	-18	-5	4	-2	10	-8	-12	-1.0	6
50	COc1ccc(N2C(=O)c3cccc4cccc(c34)C2=O)nn1	6	0	-1	6	-5	1	-13	-2.3	-2

An excerpt of these results, in transposed form.
27. Cn1nnc(NC(=S)NC(=O)Cc2ccccc2)n1
42. Cn1c(SCCN2CCCC2)nnc1C1CCN(S(=O)(=O)c2ccc(F)cc2)CC1
screen / no. | 27 | 42
APJ antag | 23 | 7
GRIN3A LBD mod | -1 | -2
MIN6 prolif | 3 | 1
tim10-1 inh | 13 | 2
NALP3 yeast inh | 12 | 15
TIM10 inh | -24 | 7
tim23-1 inh | 8 | 0
MPTP block | -0.7 | -0.9
APJ agonist | -5 | -1

Continued.
item	Structure	APJ antag	GRIN3A LBD mod	MIN6 prolif	tim10-1 inh	NALP3 yeast inh	TIM10 inh	tim23-1 inh	MPTP block	APJ agonist
51	O=C(CNC(=O)c1cccs1)NCCN1CCN(c2ccccc2F)CC1	-1	0	-1	-6	17	-12	-10	-0.7	-5
52	COc1ccc(Nc2nc3ccccc3s2)cc1	-15	29*	-2	27	20	4	25	1.8	-2
53	CCCC(C)NC(=O)CN1C(=O)NC2(CCc3ccccc32)C1=O (stereo not given)	25	1	1	-11	8	0	-9	-0.1	-2
54	COc1ccc(/C=C(/NC(=O)c2ccccc2)C(=O)N2CCCC2)cc1	-10	1	10	20	11	3	21	-0.7	-4
55	NC(=O)C1(NC(=O)[C@@H]2CC3(CC(c4cccc(NC(=O)[C@@H]5CCC(=O)N5)c4)=NO3)CN2C(=O)Cc2ccc(C(F)(F)F)cc2)CC1 (stereo not given in full)	1	-2	-1	-19	10	4	-1	0.3	5
56	COc1cccc2cc(C(=O)Nc3ccccc3Cl)/c(=N/NS(=O)(=O)c3ccccc3)oc12	22	2	2	8	14	-6	5	1.1	-1
57	COc1ccc(/C=C/C(=O)NCC(=O)N/N=C/c2cccnc2)cc1	0	-1	-1	-7	3	-4	-3	-1.5	-1
58	O=C(O)c1cc(S(=O)(=O)N2CCCC2)ccc1Br	10	0	-2	-4	13	0	1	0.2	0
59	CC(C)CN(C(=O)COC(=O)c1cc2ccccc2oc1=O)C1CCS(=O)(=O)C1 (stereo not given)	-15	nt	2	-6	9	-13	-13	nt	-3
60	Cc1ccc(OCc2cc(C(=O)NCC(C)(C)N3CCOCC3)no2)cc1C	9	-1	-4	4	30	-14	13	-1.6	5
61	O=C(c1ccc2ccccc2c1)N1CCN(c2ccccc2)CC1	15	-3	-4	32	8	25	41	3.8	-3
62	O=c1c2ccccc2oc2cc(-c3ccc4[nH]ccc4c3)ccc12	1	8	-7	26	14	18	35	-0.4	-4
63	O=C1c2ccccc2C(=O)N1C1CCCCC1	-12	0	4	-14	4	5	20	0.4	1
64	CC(C)CCNc1nc(N)c([N+](=O)[O-])c(NCC2CCCO2)n1 (stereo not given)	-3	-8	1	11	15	15	33	11	0
65	CC(C)Sc1ncnc2c1oc1ccccc12	5	0	-2	11	-17	20	14	2.9	-3
66	CC1CN(C2CCN(C(=O)c3ccccc3Cl)CC2)CC(C)O1 (stereo not given)	13	0	1	-1	11	-1	9	-3.3	0
67	O=C(/C=C/c1cccc([N+](=O)[O-])c1)NCCSCc1ccccc1Cl	3	-4	-2	36	13	36	41	35	-3
68	COCCCNC(=O)CSc1nc2ccccc2c(=O)n1CCC(=O)NCCc1ccc(OC)c(OC)c1	-7	0	1	-9	12	-22	16	-0.9	-4
69	O=C1N=C(N2CCCC2C(=O)O)S/C1=C\c1ccco1 (stereo not given)	-26	4	1	-5	-5	-14	-4	-0.4	-4
70	CCN(CC)c1ccc(C=C2C(=O)OC(C)(C(C)(C)C)OC2=O)cc1 (stereo not given)	-21	2	-2	13	18	0	25	2.7	-2
71	COC(=O)c1ccc(CNC(=O)c2coc3ccccc3c2=O)cc1	12	8	-1	-12	26	-5	-4	0.9	-3
72	C[C@H](NC(=O)N1CCn2c1nc1ccccc12)C(=O)NCc1ccc2c(c1)OCO2	12	1	-2	13	0	2	-20	-0.2	-3
73	CN(C)c1ccc(C(C#N)c2ccc(Cl)cc2)nn1 (stereo not given)	9	0	-1	13	5	-5	11	0.1	-4
74	COc1ccccc1N1CCN(C(c2cccs2)C(C)NC(=O)c2ccco2)CC1 (stereo not given)	2	0	3	18	0	2	26	0.7	-3
75	C=CCOc1ccccc1CNCc1ccc(F)cc1	5	-1	4	0	4	7	10	0.9	-4
